Assay outcomes deposited in PubChem BioAssay by Sanford-Burnham Center for Chemical Genomics.
UPR XBP1 act: activators of adaptive arm of unfolded protein response (XBP1) | activation, % at 20 µM | CHO-XBP1 luciferase reporter, IRE1-XBP1 UPR activation, luminescence; percent of tunicamycin response, DMSO as zero | 0.33% of 330,000 active;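 active means versus positive control, 20 µM dose yields 30% or more activation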;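 further: 100% = tunicamycin at 10 µg/mL and 0% = DMSO only wells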
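Material: CHO cell line with stable XBP1 luciferase reporter; schedule: 16-18 h cell attachment at 37 °C, then 6 h compound exposure; signal: glow luminescence from Steady-Glo reagent; medium: serum-containing F12 medium, 10% FBS; benchmarks: tunicamycin 10 µg/mL and vehicle-only wells; read-out: percent activation relative to tunicamycin reference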
697 NFkB inh: lowers PMA/ionomycin-induced NF-kB signal in 697 B cells; 697 B-cell NF-kB luciferase reporter, 16 h; inhibition, % at 4 µM; 0.33% of 330,000 active; in the data active means inhibition above about 35%
APJ agonist: activates the human apelin receptor APJ; P35414; CHO-K1 APJ PathHunter beta-arrestin, luminescence; 0% DMSO wells, 100% apelin; activation, % at 20 µM; 0.11% of 330,000 active; AID 2520;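 active means activation more than six SD over the plate average, tested at 20 µM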;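 further: 0% = DMSO alone and 100% = apelin-13 at 10 nM; some results filed as inactive read as strong as hits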
Target sequence (P35414 whole entry, looked up): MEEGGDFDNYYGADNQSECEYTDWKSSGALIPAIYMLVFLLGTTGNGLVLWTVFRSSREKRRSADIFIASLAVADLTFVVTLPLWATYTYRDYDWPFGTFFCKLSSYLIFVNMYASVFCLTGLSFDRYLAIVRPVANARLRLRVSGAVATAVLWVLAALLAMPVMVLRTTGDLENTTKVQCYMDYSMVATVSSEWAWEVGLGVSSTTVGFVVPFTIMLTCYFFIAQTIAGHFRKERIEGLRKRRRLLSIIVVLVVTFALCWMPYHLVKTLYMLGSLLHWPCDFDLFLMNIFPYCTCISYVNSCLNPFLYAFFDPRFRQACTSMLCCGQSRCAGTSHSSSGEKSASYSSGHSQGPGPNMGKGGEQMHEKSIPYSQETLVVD
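system = engineered CHO-K1 APJ arrestin reporter cells | input = 1000 cells per well | timing = overnight seeding, 90 min compound at 25 °C, 1 h detection | measured by = enzyme-fragment complementation luminescence | read-out = beta-arrestin recruitment to APJ as agonist activity, luminescent signal | control set = negative DMSO alone, positive Apelin-13 at 10 nM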
APJ antagonist: APJ receptor antagonism; CHO-K1 APJ beta-arrestin complementation, luminescence; inhibition, % at 20 µM; 0.32% of 330,000 active; AID 2521;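 active means inhibition above about 40% at 20 µM, limit read from the data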;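 further: cells challenged with 10 nM apelin-13 agonist together with compound; plate controls were apelin-13 plus DMSO wells for no effect and DMSO wells lacking apelin-13 for full effect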
Mdm2 MdmX PPI: inhibitors of human Mdm2/MdmX interaction | 3% of 330,000 active | inhibition, % at 8 µM | SaOS-2 split-luciferase Mdm2/MdmX complementation, luminescence;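 active means inhibition of at least 50% at 8 µM in the primary screen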
tim23-1 inh: inhibits growth of tim23-1 mutant yeast. S. cerevisiae tim23-1 growth, BacTiter-Glo luminescence, 24 h. inhibition, % at 20 µM. 1.3% of 330,000 active. AID 463212;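 active means growth inhibition of the mutant yeast at or above 50%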;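 further: temperature-sensitive mutant grown at 25 °C; plate controls were DMSO-treated mutant yeast for no effect and medium wells lacking yeast for full effect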
Jurkat NFkB inh: inhibitors of the PMA/ionomycin-induced NF-kB reporter in Jurkat cells; inhibition, % at 4 µM; 0.53% of 330,000 active; PMA/ionomycin-induced NF-kB luciferase reporter, luminescence; AID 435003; in the data active means inhibition above about 50%
UPR CHOP act: activators of apoptotic arm of unfolded protein response (CHOP) | CHO-CHOP luciferase reporter, UPR activation, luminescence; percent of tunicamycin response over DMSO baseline | activation, % at 10 µM | 0.34% of 330,000 active | AID 449763;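 active means at 10 µM dose, activation of 40% or more, normalized to positive control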;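 further: 100% = tunicamycin at 10 µg/mL and 0% = DMSO alone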
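Assay system: CHO cells with stable CHOP pathway luciferase reporter; Buffer or medium: F12 plus 10% serum; Times: 16-18 h cell attachment, then 6 h compound exposure, 37 °C; Signal: luciferase luminescence; Read-out basis: percent activation relative to tunicamycin control; Control set: tunicamycin high control, DMSO low control.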
Active calls of the source: *.

SMILES | UPR XBP1 act | 697 NFkB inh | APJ agonist | APJ antagonist | Mdm2 MdmX PPI | tim23-1 inh | Jurkat NFkB inh | UPR CHOP act
COc1ccccc1/C=N/NC(=O)c1cccc(NC(=O)c2ccccc2C)c1 | -4 | 23 | 2 | 14 | 11 | 16 | 8 | -0.4
Cc1cc(OCC(=O)Nc2ccccn2)c2c(C)cc(=O)oc2c1 | -6 | 2 | 2 | 9 | 6 | 1 | 8 | 0.6
O=C(CCN1C(=O)C2C3C=CC(C3)C2C1=O)N1CCN(c2ccc(F)cc2)CC1 (stereo not given) | -4 | 1 | 4 | 15 | 19 | 29 | 3 | 0.0
COc1ccc(-c2cc(C(=O)OCC(=O)N3CCCC3)c3ccccc3n2)cc1 | -1 | 15 | -3 | 17 | 11 | 38 | 20 | 1.7
O=C(Nc1ccc(Cl)c(C(F)(F)F)c1)NC1CC2CCCC(C1)N2C1CC1 (stereo not given) | 0 | -18 | 18 | 3 | 47 | 20 | -19 | 0.4
CC(C)(C)c1ccc(C(=O)NNC(=S)NCC2CCCO2)cc1 (stereo not given) | 6 | -33 | -2 | 8 | 6 | 14 | 0 | 1.7
Cc1ccc(C(=O)O)cc1S(=O)(=O)N1CCSCC1 | -1 | 8 | 5 | 16 | -9 | 4 | 22 | -0.6
O=C(COC(=O)c1cccs1)NC1CCCCC1 | -1 | 15 | 1 | -3 | 4 | 1 | -3 | -0.5
O=C(NC1CCCC1)C1CC(c2ccc(F)cc2)=NO1 (stereo not given) | 0 | -14 | -6 | -1 | -6 | 1 | -11 | 2.7
Cc1ccc(NC(=O)c2cc(-c3cccc(O)c3)on2)cc1C | 6 | -43 | 4 | -4 | -117 | 28 | -68 | 2.8
COc1ccc(NC(=O)NNC(=O)c2cc3ccccc3cc2O)cc1 | -1 | 15 | -6 | 0 | 0 | -8 | -2 | 1.7
O=C(Nc1ccc2c(c1)OCCO2)c1ccc2ccccc2n1 | -2 | -119 | -2 | -21 | -210 | 4 | -165 | 0.8
O=C(N/N=C/c1cccs1)c1ccccn1 | 0 | -63 | -4 | 12 | -18 | 19 | -35 | 2.0
COc1ccccc1C(=O)N(CCC1CCCN1C)c1nc2ccccc2s1 (stereo not given) | -4 | -316 | -3 | 17 | 82* | 10 | -216 | -2.1
CC(CCC(=O)Nc1nncs1)C(=O)O (stereo not given) | 2 | 12 | -2 | 15 | -14 | 12 | 3 | 2.0
Cc1cc(C)c(S(=O)(=O)Nc2nnc(C3CCCCC3)s2)c(C)c1 | 14 | -6 | -4 | 12 | -4 | 39 | -1 | -0.6
CCC(CC)C(=O)Nc1cc(C(=O)NCCc2ccccc2)ccc1Cl | 1 | -8 | 2 | 20 | 17 | 26 | -9 | 1.2
CCOC(=O)CC(=O)CSc1nc(-c2ccccc2)cc(-c2ccccc2)c1C#N | -2 | -1 | -2 | 4 | 1 | 9 | 1 | 3.3
Cc1ccc(-c2nc(SCC(=O)Nc3cc(C)on3)c3c(=O)n(C)c(=O)n(C)c3n2)cc1 | 27 | 9 | -4 | -7 | 77* | -13 | 1 | 58*
CCOC(=O)C1(Cc2cccc(Cl)c2)CCCN(C(=O)c2ccco2)C1 (stereo not given) | -3 | 1 | -4 | -4 | -1 | 24 | -8 | 1.8
CCn1c(SCC(=O)Nc2cccc(OC)c2)nnc1-c1ccc(Cl)cc1 | -1 | 21 | -2 | 3 | 2 | -1 | 12 | -0.5
O=C(c1ccc(S(=O)(=O)Nc2ccc(F)cc2)cc1)N1CCN(C(=O)c2ccco2)CC1 | 0 | -34 | 3 | 2 | -3 | 8 | 12 | 0.3
Cc1cccc(NC(=S)NNc2ncc(C(F)(F)F)cc2Cl)c1 | -3 | -39 | -2 | 54* | 13 | 25 | 2 | -2.3
CN(C)c1ccc(N=Nc2ccccc2C(=O)OCC(=O)NC2CCCC2)cc1 | 19 | -57 | -4 | 27 | 29 | 33 | -23 | 24
CCCS(=O)(=O)N1CCCC(C(=O)N2CCN(C(=O)OCC)CC2)C1 (stereo not given) | 2 | 14 | -4 | 10 | 10 | 2 | 0 | -0.8
Other compounds follow:
SMILES | UPR XBP1 act | 697 NFkB inh | APJ agonist | APJ antagonist | Mdm2 MdmX PPI | tim23-1 inh | Jurkat NFkB inh | UPR CHOP act
COc1ccc2[nH]c(C(=O)O)c(NC(=O)c3ccccc3[N+](=O)[O-])c2c1 | 1 | 2 | -3 | 7 | -36 | 11 | -2 | 0.0
Cc1ccccc1CSc1nc2[nH]ncc2c(=O)[nH]1 | 2 | 13 | -3 | 17 | -2 | 6 | -4 | -0.5
Nc1nonc1-n1nnc(C(=O)N/N=C/c2ccc(F)cc2)c1-c1ccc2c(c1)OCO2 | 3 | 18 | -1 | 13 | 59* | -3 | -2 | -2.1
CCn1c(C)nc2cc(S(=O)(=O)C(F)F)ccc21 | -4 | -17 | -1 | 17 | -4 | 12 | -23 | 1.8
COc1cc(Cl)c(C)cc1NC(=O)CN1CCCCCC1 | 0 | -12 | -3 | 2 | -16 | 1 | -8 | 4.3
O=C(CN(CC1CCCO1)C(=O)CNS(=O)(=O)c1ccc(Cl)cc1)NC1CCCC1 (stereo not given) | -3 | 14 | -4 | -8 | 25 | 10 | -1 | 0.5
COC(=O)c1[nH]c2ccc(Cl)cc2c1NC(=O)c1ccccc1[N+](=O)[O-] | -3 | 3 | -5 | 1 | -11 | -17 | 4 | 0.5
CN1CCN(C(=S)c2cn(Cc3cccc(F)c3)c3ccccc23)CC1 | 1 | -1 | -5 | -8 | -2 | 28 | 11 | 1.4
CC1CC(=O)c2cn3c(nc2C1)nc1ccccc13 (stereo not given) | -1 | 3 | -4 | 14 | -17 | -2 | 0 | -2.2
CCOc1ccc(-c2nnc(NC(=O)CCCOc3cccc(C)c3)o2)cc1 | 1 | -35 | 4 | -6 | 12 | 23 | -11 | 4.7
Cc1cc(/C=C2\NC(=S)N(C)C2=O)ccc1N1CCCC1 | 4 | -64 | -3 | 17 | -152 | -15 | -57 | 3.1
Cc1cc(C)n(-c2ccc([N+](=O)[O-])cc2-c2nn[nH]n2)n1 | -2 | -10 | -1 | -14 | 24 | 23 | -1 | -0.7
CCOc1ccccc1Nc1cc(C)c2cccc(C)c2n1 | -1 | -5 | 3 | 11 | -11 | 22 | 15 | 2.0
c1ccc(-c2nnc(SCc3nc4ccccc4[nH]3)o2)cc1 | 2 | 5 | -2 | 11 | 3 | 13 | -2 | 1.0
Clc1ccc(CCNc2ncnc3c2nnn3Cc2ccccc2)cc1 | -7 | 2 | 1 | 15 | 15 | 0 | 5 | 3.1
O=C(c1ncc[nH]1)c1ccco1 | -1 | 8 | -3 | 2 | 5 | 0 | 10 | -1.1
CN(C)S(=O)(=O)c1cccc(NC(=O)COC(=O)/C=C/c2ccc3c(c2)OCO3)c1 | 4 | -11 | 0 | -4 | -11 | 12 | -12 | 4.0
COc1cc2nc(C3CCC3)n(NC(=O)C(OC(C)=O)c3ccccc3)c(=O)c2cc1OC (stereo not given) | -2 | 9 | -1 | 13 | -26 | 16 | 5 | 0.3
CCCC(=O)Nc1cc(-c2nn(C)c(=O)c3ccccc23)ccc1OC | 3 | 26 | -4 | 17 | 20 | 21 | 11 | -0.5
O=S(=O)(NCCO)c1ccc2c(c1)Cc1cc(S(=O)(=O)NCCO)ccc1-2 | -4 | 12 | -1 | 2 | -19 | -1 | 4 | 0.1
COc1cccc(NS(=O)(=O)c2nc3nc(C)cc(C)n3n2)c1 | -1 | 13 | -3 | 9 | 6 | 6 | 3 | -1.5
O=C(CC(CC(=O)c1ccc(Cl)cc1)c1ccccc1C(=O)O)c1ccc(Cl)cc1 | -3 | -2 | 1 | -4 | -3 | 26 | -5 | 0.0
O=C(CN1CCN(Cc2ccccc2)CC1)NC(=O)NC1CCCCC1 | -2 | 16 | 2 | -1 | 35 | 14 | 9 | -0.8
Cc1ccc(OCc2ccc(C(=O)O)o2)cc1C | -9 | -130 | 2 | 1 | -33 | 5 | -24 | -0.6
Cc1ccc(S(=O)(=O)N2CCN(C(=O)CCn3cncn3)CC2)cc1C | -2 | 1 | 2 | 0 | -13 | 14 | 5 | -0.3

Ordered by the number under Mdm2 MdmX PPI (falling): 3 of the compounds above.
| SMILES | UPR XBP1 act | 697 NFkB inh | APJ antagonist | Mdm2 MdmX PPI | Jurkat NFkB inh |
| --- | --- | --- | --- | --- | --- |
| COc1cccc(NS(=O)(=O)c2nc3nc(C)cc(C)n3n2)c1 | -1 | 13 | 9 | 6 | 3 |
| O=S(=O)(NCCO)c1ccc2c(c1)Cc1cc(S(=O)(=O)NCCO)ccc1-2 | -4 | 12 | 2 | -19 | 4 |
| Cc1ccc(OCc2ccc(C(=O)O)o2)cc1C | -9 | -130 | 1 | -33 | -24 |

Other records.
SMILES | UPR XBP1 act | 697 NFkB inh | APJ agonist | APJ antagonist | Mdm2 MdmX PPI | tim23-1 inh | Jurkat NFkB inh | UPR CHOP act
CN(Cc1nnc(SCC(=O)NCCc2ccccc2)n1C)S(=O)(=O)c1ccccc1 | -2 | 10 | -3 | -1 | -4 | -8 | 19 | -1.4
COCc1cc(=O)[nH]c(SCC(=O)c2ccccc2)n1 | -5 | 0 | 6 | -16 | -46 | 14 | -7 | 0.2
CCCc1nc2ccc(NC(=O)c3ccco3)cc2c(=O)n1Cc1ccccc1Cl | 1 | -13 | 3 | -5 | 15 | 7 | 5 | -1.2
C=CCNC(=O)Cc1ccc(S(=O)(=O)N2CCOCC2)s1 | 0 | 21 | -1 | 17 | -23 | 13 | 14 | 0.5
Cc1nc(-c2ccc(S(=O)(=O)Nc3cc(S(=O)(=O)N(C)C)ccc3C)s2)cs1 | -2 | -12 | 1 | -20 | 18 | 26 | -18 | 0.2
Cc1c(C#N)c2ncnc(-c3ccccc3)c2n1-c1ccccc1 | 0 | -2 | 2 | 8 | 15 | 8 | 17 | -1.5
O=C(Nc1cccc(S(=O)(=O)N2CCCCC2)c1)c1ccc(OCC2CCCO2)cc1 (stereo not given) | -1 | -30 | 1 | -6 | -1 | 32 | 15 | 0.7
Cc1nc(S/C(=C\c2ccc(OCc3ccccc3Cl)cc2)C(=O)O)n[nH]1 | -1 | 18 | -2 | 8 | -8 | -2 | -4 | 1.3
COc1ccc(OC)c(Cc2nnc(CCC(=O)NC3CCCCC3)o2)c1 | -2 | -18 | 1 | -13 | -7 | 20 | -13 | 1.2
CCn1c(Cn2nnc(-c3ccccc3)n2)nnc1SCC(=O)N1CCOCC1 | 6 | -26 | -2 | -4 | -12 | 8 | -6 | 1.0
COCc1cc(C)nc(N/N=C/c2ccc(-c3cc(C(=O)O)ccc3Cl)o2)c1C#N | -3 | -1 | -3 | 31 | 17 | 11 | -8 | -0.9
COCCNc1nnc(SCC(=O)NNC(=O)c2ccco2)s1 | 1 | 19 | -2 | -5 | 7 | 11 | 10 | -0.1
O=C(CSc1nc2ccccc2o1)NC(=O)NCc1ccccc1 | 0 | 13 | 0 | 12 | 7 | 4 | 6 | 0.6
CC/C(=N/OC(=O)c1cccc(C)c1)C(=O)c1cccs1 | -5 | 11 | -2 | -5 | -17 | 17 | 3 | 0.5
Cc1ccc(N(C)C(=O)N2CCN(S(=O)(=O)c3c(C)cc(C)cc3C)CC2)cc1 | -1 | -3 | -3 | -3 | 25 | 18 | 5 | -1.9

APJ antagonist: hit marks shown above
| Compound | UPR XBP1 act | 697 NFkB inh | APJ antagonist | Mdm2 MdmX PPI | Jurkat NFkB inh |
| --- | --- | --- | --- | --- | --- |
| Cc1cccc(NC(=S)NNc2ncc(C(F)(F)F)cc2Cl)c1 | -3 | -39 | 54* | 13 | 2 |

The order is random (roughly 5% active in at least one column).
